MPTP inh = blocks calcium-induced mitochondrial swelling | isolated mouse mitochondria, Ca2+ swelling absorbance, 30 min | inhibition, % at 10 µM | 360,000 tested, 1.4% active | AID 602449;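 active = inhibition of 50% or more, scaled per plate between neutral and stimulator controls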;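 also: 0% = DMSO wells given calcium and 100% = 1 mM EGTA wells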
EBI2 block = antagonists of human EBI2 receptor; EBI2 beta-arrestin recruitment, luminescence, 7a,25-OHC stimulated; inhibition, % at 5 µM; P32249; 360,000 tested, 0.81% active; in the data active = inhibition above about 38%;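 also: enzyme fragment complementation signal reports receptor beta-arrestin coupling in cells; 0% = agonist plus DMSO wells and 100% = wells without agonist; some results beyond the cut were filed as inactive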
Target sequence (P32249 whole entry, looked up, the tested form may be a part): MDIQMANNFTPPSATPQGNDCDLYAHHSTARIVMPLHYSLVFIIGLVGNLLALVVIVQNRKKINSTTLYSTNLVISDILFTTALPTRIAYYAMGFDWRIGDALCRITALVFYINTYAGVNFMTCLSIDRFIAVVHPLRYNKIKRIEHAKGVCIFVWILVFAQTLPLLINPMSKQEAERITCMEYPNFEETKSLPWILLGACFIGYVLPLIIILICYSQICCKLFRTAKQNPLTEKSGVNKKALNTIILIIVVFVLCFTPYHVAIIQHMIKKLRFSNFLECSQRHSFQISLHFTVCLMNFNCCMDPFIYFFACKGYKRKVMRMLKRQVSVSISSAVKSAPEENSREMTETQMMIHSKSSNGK
CXCR6 inh = CXCR6 (human) receptor inhibition; O00574; CHO-K1 PathHunter CXCR6 beta-arrestin, luminescence; inhibition, % at 20 µM; 360,000 tested, 0.36% active; in the data active = inhibition above about 34%, passing the limit was not always enough;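 also: antagonist mode with CXCL16 agonist at 10 nM final; 0% = 10 nM CXCL16 with DMSO and 100% = unstimulated wells without agonist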
Target sequence (O00574 whole entry, looked up): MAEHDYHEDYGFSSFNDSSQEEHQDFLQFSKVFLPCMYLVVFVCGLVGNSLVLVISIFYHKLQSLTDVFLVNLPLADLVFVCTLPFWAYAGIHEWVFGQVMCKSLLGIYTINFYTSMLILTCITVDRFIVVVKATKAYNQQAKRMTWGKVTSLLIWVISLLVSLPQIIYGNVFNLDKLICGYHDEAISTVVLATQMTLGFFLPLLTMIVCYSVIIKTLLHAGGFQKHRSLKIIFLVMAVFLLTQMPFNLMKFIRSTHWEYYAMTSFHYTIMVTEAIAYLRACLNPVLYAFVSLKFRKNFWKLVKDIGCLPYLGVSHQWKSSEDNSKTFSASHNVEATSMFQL
GRIN3A LBD mod = modulators (binders) of human NR3A ligand-binding domain; 340,000 tested, 2.5% active; AID 1259313; Tm shift relative to glycine control, % at 25 µM; NR3A LBD differential scanning fluorimetry, Tm shift; 0% = protein alone, 100% = glycine-bound protein;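 active = melting temperature shift of at least 10% of the positive control shift, at one fixed dose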
APOBEC3A inh = inhibitors of human APOBEC3A DNA deaminase; recombinant A3A, FAM/TAMRA ssDNA deamination fluorescence; inhibition, % at 20 µM; 330,000 tested, 0.41% active; AID 493011;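 active = at least 40% inhibition at 20 µM here, with at most 30% in a related deaminase screen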;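 also: plate controls were A3A with DMSO for no effect and wells lacking A3A enzyme for full effect; some results filed as inactive read as strong as hits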
CCR6 antag = antagonists of human CCR6 receptor; P51684; CHO-K1 CCR6 PathHunter beta-arrestin, luminescence, CCL20-stimulated; inhibition, % at 20 µM; 340,000 tested, 0.49% active; AID 493098;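 active = compounds whose inhibition of the agonist-driven luminescence signal at 20 µM reaches about 50%, limit read from the data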;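 also: cells stimulated with CCL20 at 14 nM final; plate controls were DMSO with CCL20 for no effect and DMSO without agonist for full effect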
Target sequence (P51684 whole entry, looked up): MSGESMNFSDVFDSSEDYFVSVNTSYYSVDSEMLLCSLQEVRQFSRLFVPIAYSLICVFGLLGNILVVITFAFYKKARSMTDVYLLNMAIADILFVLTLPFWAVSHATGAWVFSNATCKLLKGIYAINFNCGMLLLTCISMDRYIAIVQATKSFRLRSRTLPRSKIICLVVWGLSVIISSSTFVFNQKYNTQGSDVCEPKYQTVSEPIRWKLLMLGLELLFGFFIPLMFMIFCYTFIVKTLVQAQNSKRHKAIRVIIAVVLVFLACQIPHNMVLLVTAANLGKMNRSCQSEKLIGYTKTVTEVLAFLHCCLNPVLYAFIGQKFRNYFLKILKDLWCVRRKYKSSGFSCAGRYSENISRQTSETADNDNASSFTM
Gli-Sufu antag = blocks Gli-Sufu signaling in a luciferase reporter; 340,000 tested, 0.74% active; AID 588413; inhibition, % at 5 µM; Sufu-KO-LIGHT fibroblasts, Gli luciferase reporter luminescence;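 active = inhibition above about 55%, limit read from the data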;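 also: 0% = DMSO-treated cells and 100% = wells with medium but no cells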
A3G deaminase = blocks human APOBEC3G single-stranded DNA deamination; recombinant A3G, ssDNA deamination FAM/TAMRA fluorescence; inhibition, % at 20 µM; 330,000 tested, 0.28% active;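 active = inhibition of at least 40% at 20 µM, with no more than 30% in the related APOBEC3A deaminase screen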;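 also: plate controls were DMSO wells with A3G for no effect and wells lacking A3G enzyme for full effect; some compounds called inactive have numbers as strong as hits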
Starred values were filed as active, the others as inactive; / = no result given. Compounds as they come; 5.8% or so of the library scored in one or more.

SMILES | MPTP inh | EBI2 block | CXCR6 inh | GRIN3A LBD mod | APOBEC3A inh | CCR6 antag | Gli-Sufu antag | A3G deaminase
CCC(=O)Nc1cccc(NC(=O)CSc2nnc(-c3ccc(NS(C)(=O)=O)cc3)n2CC)c1 | -0.9 | -5.9 | 1.7 | -0.1 | 1.7 | 1.2 | 4.4 | -5.1
C=CCNc1cc(N2CCCC2)ccc1[N+](=O)[O-] | 1.2 | 9.3 | 4.0 | 3.0 | -1.1 | 14.5 | 17.3 | -0.3
O=S(=O)(c1ccc(F)cc1)c1nc(-c2ccccc2F)oc1N1CCCCC1 | 0.7 | -1.7 | 10.8 | -2.5 | -0.3 | 12.5 | 7.8 | 2.1
N#CC1(NC(=O)COC(=O)c2nccnc2N)CCCCC1 | -0.8 | 2.7 | -3.6 | 1.8 | -2.1 | -14.9 | -12.6 | -10.6
Cc1cc2c(c(=O)o1)C(C13C=CC(CC1)C3)C(C#N)=C(N)O2 (centres undefined) | -5.1 | -5.1 | 3.0 | -7.5 | -0.3 | -29.2 | 1.2 | -2.7
Cc1occc1C(=O)Nc1cnn(CCCC(=O)O)c1 | -0.3 | 0.3 | 0.6 | -2.1 | 2.7 | 6.8 | -5.3 | -1.2
CC12CCC(C(=O)NCCCN3CCOCC3)(OC1=O)C2(C)C (centres undefined) | 1.7 | -9.6 | -2.9 | -0.8 | -3.5 | -4.8 | -5.5 | -2.4
Cc1ccc(CNC(=O)Cc2cn(C)c3ccccc23)cc1 | 0.3 | -4.6 | -19.5 | -0.3 | -7.0 | 7.0 | 3.1 | -2.9
O=C(CNC(=O)c1ccc(S(=O)(=O)N2CCCC2)cc1)N/N=C/c1c(Cl)cccc1Cl | 2.3 | 11.5 | -13.7 | -7.4 | -0.3 | 11.9 | 15.7 | 0.9
Cc1ccccc1OCC(O)COc1ccccc1C | 0.0 | 4.8 | -2.0 | -0.2 | / | 1.6 | -8.0 | /
CCC(=O)Nc1ccc(Cl)c(-c2nc3ncccc3o2)c1 | 3.5 | -4.4 | 2.2 | 5.8 | -3.6 | 8.8 | 25.5 | -3.2
COc1ccc(S(=O)(=O)NCCSCc2cccs2)cc1 | 2.5 | -9.0 | 0.1 | 0.8 | 0.0 | -3.1 | -30.2 | -3.1
COc1ccccc1/C=C1\SC(=S)N(NS(=O)(=O)c2ccc(C)cc2)C1=O | 4.4 | -5.9 | -4.3 | -1.2 | -2.2 | 10.0 | 7.8 | -6.9
Cc1nn(C2CCS(=O)(=O)C2)c(Cl)c1/C=C/C(=O)OCC(N)=O (centres undefined) | 2.4 | 7.0 | -4.1 | -1.2 | 2.2 | 3.2 | 3.6 | -3.8
CCOC(=O)C(C(=O)OCC)C(C(=O)OCC)N1CCOCC1 (centres undefined) | -1.8 | -6.6 | 13.8 | 1.2 | -2.3 | 29.9 | 2.1 | 0.5
CCC(Cc1ccccc1)NCc1c(C(=O)O)c(C)n(Cc2ccccc2)c1C (centres undefined) | 0.2 | 12.5 | -6.7 | -0.9 | -6.3 | 13.7 | 7.8 | -12.1
COc1ccc(NC(=O)COC(=O)c2ccc(O)cc2)c([N+](=O)[O-])c1 | 0.4 | 4.5 | -1.5 | 0.6 | 0.7 | -7.5 | -9.4 | -2.2
c1nc(Nc2ccc(N3CCOCC3)cc2)c2ccsc2n1 | 1.3 | 3.2 | -7.2 | -10.2 | 2.8 | 11.0 | -19.8 | -1.9
COc1ccc(OC)c(/C=C2\S/C(=N/NC(=O)c3ccc4ccccc4c3)NC2=O)c1 | 10.7 | 7.1 | 12.2 | 17.1* | / | 23.4 | 4.9 | /
Cc1cn([C@H]2C[C@H](O)[C@@H](CCC(=O)NCCc3c[nH]c4ccccc34)O2)c(=O)[nH]c1=O | 2.1 | -1.2 | -1.1 | 1.6 | -1.1 | 17.8 | -4.0 | -0.6
Cc1ccc(Nc2nc(C)cc(C)c2C(N)=O)cc1 | -1.7 | -3.4 | 2.0 | -2.1 | 0.0 | -0.2 | -6.0 | -3.9
COc1cccc(OC)c1/C(O)=C(\C#N)c1nc2ccccc2[nH]1 | 0.9 | 1.7 | -4.1 | -1.3 | -3.2 | -1.1 | 51.4 | 10.7
Cc1cccc(C)c1NC(=O)C(c1cccs1)N(Cc1ccco1)C(=O)Cn1nnc2ccccc21 (centres undefined) | -4.4 | -1.0 | -11.7 | -1.6 | 3.0 | 3.9 | 6.5 | 1.2
COc1ccc(S(=O)(=O)NCCSC(C)(C)C)c(Cl)c1Cl | -4.5 | 4.9 | -6.4 | -0.1 | 2.5 | 16.4 | 25.9 | -4.1
O=S1(=O)NC2CCCCCN2c2ccc(F)cc21 (centres undefined) | -1.8 | -9.0 | 0.7 | -0.2 | 10.7 | -1.2 | -5.9 | 1.8
CN(C1CCCCC1)S(=O)(=O)c1ccc(Cl)c(C(=O)O)c1 | -1.3 | 1.5 | 7.5 | -0.3 | -0.4 | -4.9 | -14.5 | -0.3
Cc1ccc(CNS(=O)(=O)/C=C/c2ccc3c(c2)OCO3)cc1 | -1.5 | 6.0 | 2.2 | 1.5 | 1.9 | 3.0 | 12.6 | -2.9
CNC(=S)Nc1cc(Cl)ccc1Oc1ccccc1 | 1.5 | -9.2 | -7.8 | -6.1 | -2.6 | 2.2 | 12.0 | -4.5
Cc1cc(NC(=O)C2COc3ccccc3O2)no1 (centres undefined) | -0.6 | -0.3 | 4.3 | -1.0 | 0.0 | 5.3 | -5.1 | -0.6
Cn1cc(CNC(=O)C2CCC(=O)N(Cc3ccccc3F)C2)cn1 (centres undefined) | -0.8 | -11.1 | -13.7 | -0.6 | -7.0 | 4.4 | -3.0 | -4.7
C/C(CC(=O)N1CCN(C=O)CC1)=N\NC(=O)c1cc2ccccc2cc1O | -1.2 | -1.1 | -11.0 | -2.1 | 0.7 | -4.8 | 0.9 | 3.3
CS(=O)(=O)n1nc(NCc2cccs2)nc1NCc1cccs1 | 0.9 | -11.2 | 2.5 | -2.2 | -2.8 | 8.1 | -1.5 | -1.4
C/C(=N\N=C(/C)c1cccc(N)c1)c1cccc(N)c1 | -1.0 | 2.1 | -0.3 | 4.6 | -1.7 | -7.0 | -32.6 | -6.3
CCO/C=C/C(O)(CNC(=O)c1ccc(C(C)(C)C)cc1)C(F)(F)F (centres undefined) | 31.6 | 0.9 | -5.3 | -2.3 | -3.2 | 8.0 | 8.0 | -7.0
O=C(NCc1cccnc1)c1cc(S(=O)(=O)N2CCOCC2)c(Cl)cc1Cl | -2.4 | -8.3 | -8.0 | 3.4 | 0.6 | 5.2 | -6.6 | 12.5
CN(CC(=O)Nc1ccc(F)cc1)C(=O)c1cccc(S(=O)(=O)N2CCN(c3ccc(F)cc3)CC2)c1 | -2.0 | 2.2 | -8.5 | 3.5 | 1.1 | 8.5 | 37.9 | 9.5
O=C(COc1ccc([N+](=O)[O-])cc1)Nc1cc(S(=O)(=O)N2CCCCC2)ccc1N1CCCCC1 | 0.8 | 16.3 | 1.5 | -0.4 | 6.2 | 10.8 | 24.2 | -7.5
NC(=O)c1ccc(NC(=O)COC(=O)c2ccc3c(c2)OCO3)cc1 | 0.7 | -3.9 | -0.5 | -0.2 | -4.8 | 8.0 | -5.2 | -10.0
O=C(CNC(=O)c1cc(Cl)cc([N+](=O)[O-])c1)OCC(=O)N1CCCCC1 | -1.0 | -19.5 | -8.9 | -1.0 | 5.8 | -5.2 | -19.5 | -0.9
COc1ccc(CNC(=O)CN2CCN(c3ccc(F)cc3)CC2)cc1 | 1.1 | -3.5 | -8.0 | 2.8 | -1.4 | 21.3 | -2.7 | -4.4
Fc1nc(F)c(F)c(NCCCNc2c(F)c(F)nc(F)c2F)c1F | 92.6* | 17.9 | -4.9 | 3.3 | 3.6 | 7.8 | 7.5 | -1.8
O=[N+]([O-])c1cc(S(=O)(=O)N2CCCC2)ccc1N/N=C/c1cccs1 | 3.8 | -5.9 | 10.2 | 0.0 | 0.8 | 3.0 | 0.5 | -4.0
CC1(C)CC2CC(C)(CN2C(=O)NC(=O)c2ccccc2)C1 (centres undefined) | 0.9 | -9.2 | -2.0 | 1.5 | -2.9 | -4.0 | 9.3 | -3.9
COc1ccc(N(CC(=O)NCCc2ccc(OC)c(OC)c2)S(=O)(=O)c2ccc(OC)c(OC)c2)cc1 | -0.2 | -9.0 | -8.0 | -0.7 | 2.2 | 9.4 | 9.7 | -5.4
O=C(CSc1nnc(CNC(=O)c2ccccc2F)o1)Nc1cccc(C(F)(F)F)c1 | -0.1 | -2.1 | 5.2 | -11.9 | -6.8 | 2.6 | -22.3 | -7.4
CC(C)CC1NC(=O)N(CC(=O)NC2CCCCC2)C1=O (centres undefined) | -3.1 | -0.2 | -1.3 | -1.2 | 23.2 | 13.2 | -3.7 | -11.7
O=C(O)c1ccc(N2CCS(=O)(=O)CC2)cc1 | 1.6 | 3.1 | 2.4 | -1.3 | -3.7 | -9.2 | 0.6 | -6.2
CC(=O)c1ccc(NC(=O)C(C)Nc2ccc(Cl)cc2)cc1 (centres undefined) | -0.2 | 7.9 | 0.9 | -4.1 | 0.4 | -8.4 | -6.0 | -12.3
COc1ccc(CCN2C(=O)N[C@@H](CCC(=O)O)C2=O)cc1 | -1.1 | -8.4 | 2.8 | -2.2 | -1.4 | 4.8 | -19.5 | -6.4
C=CCSc1nc2c(c(C3CC=CCC3)c1C#N)CCC2 (centres undefined) | 1.1 | 13.1 | 5.1 | 0.3 | -1.8 | 11.9 | -2.6 | -5.3
CCc1c(C)sc(NC(=O)c2cc(C)on2)c1C#N | -0.6 | -2.4 | 7.9 | 1.5 | -4.5 | 19.8 | -8.7 | -6.5
CCCOC(=O)CCCN1C(=O)/C(=C2\SC(=S)N(CCCC(=O)OCCC)C2=O)SC1=S | 0.9 | -22.2 | -1.6 | 1.3 | -6.4 | -13.2 | 2.8 | -20.0
Cn1c(=O)oc2cc(S(=O)(=O)NCCC(=O)N3CCc4ccccc4C3)ccc21 | -0.2 | -10.1 | -1.4 | -3.1 | 4.5 | -30.2 | / | 1.7
COc1ccccc1N(CC(O)Cn1ccnc1C)S(=O)(=O)c1ccc(C)cc1 (centres undefined) | -3.5 | 7.1 | -0.3 | 1.9 | 0.6 | 17.1 | 13.5 | 0.0
COC(=O)c1ccccc1NC(=O)CSc1nnc(-c2ccoc2C)n1C | -3.4 | 1.5 | 4.8 | 2.1 | -1.3 | -4.5 | 10.7 | -1.9
Cc1cc(C)cc(Oc2nc3ccccn3c(=O)c2/C=C(\C#N)C(=O)NC2CCS(=O)(=O)C2)c1 (centres undefined) | 1.1 | 2.2 | -6.1 | 1.5 | -4.2 | 13.3 | 2.1 | -6.1
CCOC(=O)C1CCCN(C2=NC(=O)/C(=C/c3ccc(OC)c(OC)c3)S2)C1 (centres undefined) | 0.0 | 24.4 | 0.5 | -1.0 | -2.4 | -11.0 | 2.3 | -5.4
C=CCNC(=O)/C(C#N)=C/c1cc(Br)ccc1OC | 0.5 | -5.4 | 2.6 | 0.4 | 0.7 | -24.1 | -2.7 | -8.3
COc1ccc(/C=C/c2nnc(NC(C)=O)s2)cc1 | 3.8 | -15.4 | 3.5 | -0.4 | 3.0 | 2.8 | -61.7 | -2.2

Single records, from the list above. Values in the order: MPTP inh	EBI2 block	CXCR6 inh	GRIN3A LBD mod	APOBEC3A inh	CCR6 antag	Gli-Sufu antag	A3G deaminase
`CC(=O)c1ccc(NC(=O)C(C)Nc2ccc(Cl)cc2)cc1` (centres undefined) as listed: -0.2	7.9	0.9	-4.1	0.4	-8.4	-6.0	-12.3
`COc1ccccc1N(CC(O)Cn1ccnc1C)S(=O)(=O)c1ccc(C)cc1` (centres undefined) as listed: -3.5	7.1	-0.3	1.9	0.6	17.1	13.5	0.0

Screening data as filed in PubChem BioAssay.
